Screening results deposited in PubChem BioAssay by National Center for Advancing Translational Sciences (NCATS).
JMJD2A Tudor inh: JMJD2A Tudor domain (human) inhibition; AlphaScreen JMJD2A-Tudor / H3K4me3 peptide binding; Potency, µM (series often up to 114 µM), inactives show top-dose activity change, negative = inhibition, hits mostly inhibitors; 390,000 compounds, 4.4% hits; AID 504339; also: % is scaled to controls: 0 for no effect and ±100 for the full control effect; nearly all actives have a fitted effect of over 50% in size
Pin1 inhibitor: inhibitors of human Pin1; 390,000 compounds, 0.009% hits; Pin1 FP peptide displacement, HiFluor488, 10 min; Q13526; AID 504891; Potency, µM (titrated, usually from 115 µM), for the others: at the top dose activity, negative = inhibition, most hits filed as inhibitors; active = well fitted inhibition curve with a large enough effect in the polarisation, with a control signal flat, not every such curve was filed as active; inconclusive = small, poorly fitted or top-dose-only effect, or effect the other way, or a change in a side signal; inactive = no such curve, though single readings can be large or run the other way; the % refers to the polarisation; also: % is scaled to controls: 0 for no effect and ±100 for the full control effect
Target sequence (Q13526 whole entry, looked up): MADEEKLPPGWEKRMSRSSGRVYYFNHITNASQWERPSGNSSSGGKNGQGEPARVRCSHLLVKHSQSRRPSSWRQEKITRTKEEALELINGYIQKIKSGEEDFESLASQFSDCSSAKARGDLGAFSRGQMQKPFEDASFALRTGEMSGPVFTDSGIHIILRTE
HP1b binding inh: inhibitors of HP1-beta chromodomain binding to methylated histone tails. AlphaScreen HP1-beta / biotin-H3K9me3 peptide binding. Potency, µM (top dose mostly 114 µM), for the others: at the top dose activity change, negative = inhibition, usual class: inhibitors. 390,000 compounds, 0.56% hits. AID 540317; also: nearly all actives have a fitted effect of over 70% in size; inactives centre near 23
Target sequence (P83916 whole entry, looked up): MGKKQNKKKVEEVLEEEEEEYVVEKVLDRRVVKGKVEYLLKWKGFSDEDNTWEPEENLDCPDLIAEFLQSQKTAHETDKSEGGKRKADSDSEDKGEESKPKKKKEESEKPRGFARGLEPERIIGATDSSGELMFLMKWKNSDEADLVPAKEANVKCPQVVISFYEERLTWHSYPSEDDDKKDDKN
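AlphaScreen: HP1-beta (50 nM) preformed 30 min with biotin-H3(1-18)K9me3 peptide (50 nM) in PBS pH 7.4, 0.01% Tween-20. Compound added for 30 min at RT, then streptavidin donor/nickel chelate acceptor beads (10 ug/mL) for 30 min.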
POLI inh: blocks human DNA polymerase iota activity; Q9UNA4; Pol iota fluorescent replication assay, 10 min; Potency, µM (highest dose often 115 µM), inactives show at the highest dose activity, negative = inhibition, hits mostly inhibitors; 390,000 compounds, 1% hits
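Fluorescent replication assay read twice, at 0 min and 10 min after adding 50 nM (final) substrate. Enzyme (10 nM) and compounds were first incubated 15 min at room temperature; enzyme-free buffer wells were negative controls.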
BLM helicase inh: blocks DNA unwinding by human BLM helicase | P54132 | recombinant BLM DNA unwinding, fluorescence dequenching | Potency, µM (doses to about 56.1 µM), inactives show top-dose activity change, negative = inhibition, hits mostly inhibitors | 350,000 compounds, 0.2% hits;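 also: plate controls were vehicle for no effect and no enzyme for full effect; nearly all actives have a fitted effect of over 35% in size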
G9a inh: G9a (human) methyltransferase inhibition; Potency, µM (doses to about 102 µM), for the others: at the top dose activity, negative = inhibition, actives largely listed as inhibitors; G9a H3K9 monomethylation, AlphaScreen, 2 h; 350,000 compounds, 8.8% hits; Q96KQ7; also: % is scaled to controls: 0 for no effect and ±100 for the full control effect; nearly all actives have a fitted effect of over 75% in size
Target sequence (Q96KQ7 913-1193 limits assumed): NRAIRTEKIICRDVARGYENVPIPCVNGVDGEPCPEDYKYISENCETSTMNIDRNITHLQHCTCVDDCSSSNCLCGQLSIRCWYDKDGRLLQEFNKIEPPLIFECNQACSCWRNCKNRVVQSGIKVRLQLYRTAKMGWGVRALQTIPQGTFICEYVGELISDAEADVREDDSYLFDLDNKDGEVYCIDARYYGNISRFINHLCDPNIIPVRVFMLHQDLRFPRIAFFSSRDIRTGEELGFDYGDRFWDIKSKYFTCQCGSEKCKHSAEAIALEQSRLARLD
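Step 1: enzyme (final 20 nM) with compound, 15 min RT. Step 2: substrate peptide 500 nM and SAM 20 uM, 2 h RT. Step 3: anti-H3K9me1 antibody and AlphaScreen beads, 10 min, then plate read.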
BAZ2B inh: BAZ2B (human) inhibition. AlphaScreen BAZ2B-H3K14Ac peptide displacement. Potency, µM (top dose mostly 114 µM), inactives show top-dose activity change, negative = inhibition, usual class: inhibitors. 360,000 compounds, 4.4% hits. AID 504333; also: % is scaled to controls: 0 for no effect and ±100 for the full control effect; nearly all actives have a fitted effect of over 60% in size
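AlphaScreen displacement: compounds (up to 110uM) incubated 30 min at room temperature with a preformed 50 nM BAZ2B/50 nM biotinylated H3K14Ac peptide complex in PBS pH 7.4 with Tween-20. Donor and acceptor beads at 10 ug/mL final added, 20 min light-protected before reading.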
GLS inhibitor: inhibitors of human glutaminase (GLS). Potency, µM (highest dose often 45.5 µM), without a hit: at the highest dose activity change, negative = inhibition, actives largely listed as inhibitors. O94925. 410,000 compounds, 0.21% hits. GLS enzymatic activity, qHTS titration; also: % is scaled to controls: 0 for no effect and ±100 for the full control effect
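Glutamate formation by hKGA was monitored fluorometrically using coupled glutamate oxidase, HRP and Amplex Red. Substrate was added as 1 mM L-glutamine solution; incubation was 30 min at RT after an initial read.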
PGK inhibitor: inhibitors of T. brucei phosphoglycerate kinase; P07378; PGK/GAPDH coupled, Kinase-Glo luminescence, 60 min; Potency, µM (top dose mostly 57.5 µM), for inactives: at the highest dose activity change, negative = inhibition, actives largely listed as inhibitors; 380,000 compounds, 0.043% hits; AID 602233; also: % is scaled to controls: 0 for no effect and ±100 for the full control effect; nearly all actives have a fitted effect of over 60% in size
Target sequence (P07378 whole entry, looked up): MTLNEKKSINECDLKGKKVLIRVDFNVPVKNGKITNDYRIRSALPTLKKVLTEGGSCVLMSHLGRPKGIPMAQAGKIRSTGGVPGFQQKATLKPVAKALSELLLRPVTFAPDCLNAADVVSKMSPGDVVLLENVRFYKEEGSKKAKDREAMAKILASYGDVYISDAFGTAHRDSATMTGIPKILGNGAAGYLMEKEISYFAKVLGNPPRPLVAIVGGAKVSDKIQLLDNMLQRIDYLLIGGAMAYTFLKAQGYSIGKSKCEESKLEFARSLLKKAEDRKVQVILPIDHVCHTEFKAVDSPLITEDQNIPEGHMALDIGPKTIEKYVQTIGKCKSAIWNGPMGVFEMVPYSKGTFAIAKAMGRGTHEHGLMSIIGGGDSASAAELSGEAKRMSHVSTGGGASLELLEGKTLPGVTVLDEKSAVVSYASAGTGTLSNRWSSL
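Recombinant glycosomal PGK reaction used 1,3-bisphosphoglycerate generated in-well by GAPDH (100nM final) in 100mM TEA pH 7.6, 5mM MgCl2, 0.01% Tween-20. After 60 minutes at room temperature, ATP was read by Kinase-Glo Plus luminescence end-point.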
Numbers without * were called inactive; i = inactive; ? = inconclusive; · = not tested or not shown; & = joins results of further samples; [ ] = remark or other dose. Unless noted, calls follow the shape of the dose curve; as a rule, active = well fitted curve in the direction sought with a large enough effect; inconclusive = small, poorly fitted or top-dose-only effect, or another doubt; inactive = no such curve, though single readings can be large; an effect the other way counts as inactive or inconclusive. Potency is read from the fitted curve at half-maximal effect.

JMJD2A Tudor inh,Pin1 inhibitor,BAZ2B inh,PGK inhibitor,HP1b binding inh,GLS inhibitor,POLI inh,G9a inh,BLM helicase inh,smiles
-11%,17%,3%,-1%,-1%,12%,15%,50%[activator][12.7 µM],-6%,CC(C)(C)c1ccc(C2C(C#N)=C(N)Oc3n[nH]c(-c4cccnc4)c32)cc1 (stereo not given)
-4%,4%,-1%,5%,8%,-2%,104%[activator],10%,-3%,CC(=O)NC1=NN(C(C)=O)C(C)(CC(=O)OC(C)(C)C)S1 (stereo not given)
-15%,0%,6%,3%,15%,0%,13%,-45%[59 µM],-10%,CC1=C(C(=O)OCC(C)C)C(c2ccsc2)NC(=O)N1 (stereo not given)
-15%,-8%,-16%,i,14%[57 µM],-10%,2%,-4%[59 µM],-1%,CCc1ccc(NC(=O)c2nn(-c3ccc(C)cc3)c(=O)n(C)c2=O)cc1
-15%,-13%,12%,-8%,11%,6%,10%,8%,·,O=C(Nc1ccncc1)c1ccc(Cl)c(S(=O)(=O)N2CCCC2)c1
-5%,-1%,-5%,-6%,17%,-1%,5%[58.9 µM],-7%[59 µM],-2%,COC(=O)c1ccccc1NC(=O)c1cc(-c2ccc(C)cc2)on1
-11%,-3%,-4%,-4%,8%,-1%,-4%[58.9 µM],2%[2.33 µM],-1%,COc1ccc(S(=O)(=O)N2CCN(C(=O)NC3CCCCC3)CC2)cc1OC
-6%,-3%,-11%,i,7%,0%,77%[activator],4%,0%,CC(=O)Nc1ccc(/C=N/NC(=O)CNS(=O)(=O)c2ccccc2)cc1
?,?,-35%,-1%,-18%,4%,-6%,-41%,-14%,O=C(/C=C/c1ccccc1)N/C(=C/c1ccccc1)C(=O)Nc1ccccc1O
-29%,-9%,-33%,-4%,13%,4%,-14%,-22%,-9%,CC(=O)C1=C(O)C(=O)N(Cc2ccco2)C1c1ccccc1F (stereo not given)
-25%,2%,?,1%,-1%,23%,-9%,?,-3%,CN=c1scc(C)n1/N=C/c1ccc(O)cc1
-8%,83%[activator],?,-5%,15%,-1%,?,-8%[0.0925 µM],-20%,CCc1ccc(-c2cc(C(=O)NCc3ccco3)c3ccccc3n2)s1
-8%,3%,-12%,-8%,38%,5%,28%,1%,-5%,CCOc1ccc(CN(C)C(=O)c2cccnc2SC)cc1OC
?,?,45µM*,-2%,-8%,1%,?,12%[0.501 µM],-9%,CCOC(=O)c1c(C)oc2c1c1c(c3ccccc32)OCN(Cc2ccccn2)C1
-5%,2%,7%,i,29%,-4%,29%,8%[59 µM],0%,CCCOc1ccc(-c2c(C(=O)N/N=C/c3ccc(OCC)cc3)nnn2-c2nonc2N)cc1
-19%,0%,-11%,i,16%,1%,?,-1%[59 µM],-6%,NC(N)=NS(=O)(=O)c1ccc(NC(=S)NC(=O)/C=C/c2ccco2)cc1
-10%,-4%,-3%,7%,16%,-3%,15%,-7%[59 µM],-2%,Cc1nc(N/N=C/c2ccccc2)nc(N(C)c2ccccc2)c1[N+](=O)[O-]
-8%,-2%,3%,i,24%,-6%,23%,6%[59 µM],·,Cc1cc(C)cc(NC(=O)COC(=O)CCn2c(C)csc2=O)c1
-8%,2%,?,-8%,15%,0%,12%,-2%,-2%,CCN(CC(=O)Nc1ccc(C)c(F)c1)CC(=O)NC(C)C
-11%,1%,12%,-6%,22%,2%,-18%,25%,-2%,O=S1(=O)N[C@@H](CC2=CCCCC2)C2CCCCC2O1 (stereo not given in full)
18µM*,?,13µM*,?,?,5%,?,10µM*,-16%,O=C(O)CCNc1cc(N2CCN(C(=O)c3ccco3)CC2)c2noc3c2c1C(=O)c1ccccc1-3
10%,5%,-16%,-8%,17%[57 µM],-6%,2%,14%,-1%,Cc1nn(CC(=O)NCCc2cccs2)c(=O)c2cc3ccccc3n12
-17%,5%,2%,1%,34%,0%,14%,-7%[59 µM],-1%,CCn1c(=O)c(C(=O)CN2CC(C)OC(C)C2)c(N)n(Cc2ccccc2)c1=O (stereo not given)
-2%,-3%,-7%,-7%,38%,3%,19%,-2%[59 µM],-3%,Cc1cc(C)cc(-n2c(-c3ccccc3)c(C)n3c4c(=O)n(C)c(=O)n(C)c4nc23)c1
-4%,-4%,11%,-8%,33%,-1%,8%,?,-7%,COc1ccc(C(C#N)N2N=C(c3ccccc3)CC2c2ccccc2)cc1OC (stereo not given)

JMJD2A Tudor inh,Pin1 inhibitor,BAZ2B inh,PGK inhibitor,HP1b binding inh,GLS inhibitor,POLI inh,G9a inh,BLM helicase inh,smiles
-18%,-4%,-3%,-2%,18%,-4%,?,10%[59 µM],-4%,CN(C(=O)CCN1C(=O)S/C(=C\c2ccccc2)C1=O)C1CCS(=O)(=O)C1 (stereo not given)
-11%,-1%,-2%,1%,54%[activator],17%,-4%,·,-5%,O=C(CCCC1=NS(=O)(=O)c2ccccc2N1)OCc1ccc(Cl)cc1
-15%,1%,·,1%,31%[activator],0%,35%[activator],-6%[59 µM],0%,CC(=O)Nc1cccc(NC(=O)CCCC(=O)O)c1
3%,0%,-3%[57.1 µM],0%,25%,16%,20%,12%,-3%,CCC(=O)NC(=S)Nc1ccc(Cl)cn1
-2%,2%,·,0%,34%,2%,28%,·,·,CN1N=C(C(=O)N=c2sc3ccccc3n2C)CCC1=O
-5%,-6%,4%,-5%,24%,8%,30%,-24%[59 µM],0%,CCc1ccccc1NC(=O)CSc1ncn[nH]1
3%,2%,1%,0%,87%,11%,?,44%[59 µM],0%,CCOc1ccc(NC(=O)CSC(N)=O)cc1
-16%,8%,-27%,-3%,20%,1%,-30%,30%,-4%,CCOc1ccc(OCCC(=O)OCC(=O)NCc2ccccc2)cc1
-18%,-1%,-36%,6%,7%,15%,4%,-36%,-3%,COc1ccc2[nH]c3ccccc3c2c1
3%,-9%,-11%,7%,21%,-4%,-5%[58.9 µM],-8%,-3%,CCOC(=O)/C(C#N)=C/Nc1ccsc1C(C)=O
-1%,-4%,-4%,8%,13%,-14%,78%[activator],6%,-3%,CCOc1ccc(CCNC(=O)COC(=O)c2ccc(OC)c(OC)c2OC)cc1OCC
-10%,3%,-4%,-9%,22%,7%,-19%,-1%,-1%,CCC1(c2ccccc2)NC(=O)N(CC(=O)N(C)CC(=O)Nc2c(C)cccc2C)C1=O (stereo not given)
-2%,2%,0%,0%,5%,2%,-13%[58.9 µM],-7%[12.7 µM],-2%,CC1(C)C2CCC1(C)C(NC1=NCCC1)C2 (stereo not given)
-9%,27%,-3%,-1%,43%[activator],5%,-5%,8%[59 µM],-10%,O=C(Nc1ccccc1)c1cc2c(-c3ccccc3)nn(-c3ccccc3)c2s1
-13%,-8%,1%,0%,40%[activator],-6%,6%,22%,0%,Cc1coc2c1c(C)cc1oc(=O)c(CC(=O)N[C@H](C(=O)O)C(C)C)c(C)c12
-14%,0%,6%,-1%,19%,6%,12%,17%[0.501 µM],·,CCN(CC(=O)Nc1ccc2c(c1)OCCO2)C(=O)/C=C/c1cccc(OC)c1OC
-14%,-15%,·,i,16%,5%,27%,·,·,CC[C@]12c3[nH]c4cc(CCC(=O)N(C)C)ccc4c3CCN1C(=O)[C@@H](CC(=O)NC(C)(C)C)C[C@@H]2C(=O)N1CCN(C(=O)C2CC2)CC1
-26%,34%[activator],-32%,-2%,11%,-9%,-12%,2%[12.7 µM],-2%,CC(=O)n1cc([C@H]2C=C(C(=O)N3CCN(Cc4ccc5c(c4)OCO5)CC3)O[C@@H](OCc3ccc(CO)cc3)C2)c2ccccc21
-25%,58%[activator],?,i,24%,-8%,15%,-12%[59 µM],-15%,Cc1ccc(CNC(=O)c2nnn(CC(=O)Nc3cccc(C)c3C)c2N)cc1
-6%,6%,-9%,-9%,17%,-13%,-12%,17%,-5%,CCC(=O)OCC(=O)N=c1sccn1Cc1ccc(C)cc1
-17%[11.4 µM],-5%,-5%[57.1 µM],-1%,-14%,0%,0%,25%,-6%,CC(C)CC(=O)O/N=C1\C(=O)N(c2ccccc2)c2ccccc21
-24%&-21%,2%&8%,-18%,-1%&-9%,28%&1%,-3%&3%,5%&21%,22%,-8%&-7%,COc1ccc(N(CC(=O)N2CCN(c3cccc(C)c3C)CC2)S(=O)(=O)c2c(C)noc2C)cc1
18%,4%,·,-6%,41%[activator],4%,56%[activator],·,·,COc1cnc(-c2ccccc2)c(-c2ccccc2)n1
2.8µM*,-12%,20µM*,-4%,?,-1%,23%,-34%[0.501 µM],5%,CN(C)CCOCCOc1ccccc1-c1ccccc1
-25%,-2%,-16%,-5%,8%,0%,76%[activator],?,-2%,CC1CC(C)(C)NC(=S)N1CCCC(=O)Nc1ccc(F)cc1 (stereo not given)
-5%,-19%,-3%,-3%,24%,13%,39%[activator],-30%,·,COc1ccc(C)cc1S(=O)(=O)Nc1cc2c3c(c1)C(C)C(=O)N3CCC2 (stereo not given)
-14%,4%,10%,-7%,9%[57 µM],-16%,38%[activator],-36%,5%,CN(C)C(CNC(=S)Nc1cccc(Cl)c1)c1cccnc1 (stereo not given)
-14%,4%,4%,-1%,21%,6%,-10%,·,-2%,CC(C)C(C(=O)NCC1CCCO1)N(Cc1ccco1)C(=O)CNS(=O)(=O)c1ccc(F)cc1 (stereo not given)

Copied from the entries so far, 3 compounds:
JMJD2A Tudor inh,Pin1 inhibitor,BAZ2B inh,PGK inhibitor,HP1b binding inh,GLS inhibitor,POLI inh,G9a inh,BLM helicase inh,smiles
-5%,-19%,-3%,-3%,24%,13%,39%[activator],-30%,·,COc1ccc(C)cc1S(=O)(=O)Nc1cc2c3c(c1)C(C)C(=O)N3CCC2 (stereo not given)
-14%,4%,10%,-7%,9%[57 µM],-16%,38%[activator],-36%,5%,CN(C)C(CNC(=S)Nc1cccc(Cl)c1)c1cccnc1 (stereo not given)
-14%,4%,4%,-1%,21%,6%,-10%,·,-2%,CC(C)C(C(=O)NCC1CCCO1)N(Cc1ccco1)C(=O)CNS(=O)(=O)c1ccc(F)cc1 (stereo not given)

A portion of the library; count on the stated rates, not on these rows.
